BioA inh: inhibitors of Mycobacterium tuberculosis BioA enzyme; purified M. tuberculosis BioA enzyme, plate reader; 360,000 tested, 0.096% active; AID 602481; inhibition, % at 9.99 µM; in the data active means inhibition above about 40%
An asterisk follows results filed as active. An excerpt (hit frequency here may not be typical).

SMILES	BioA inh
COc1cccc(S(=O)(=O)N(C)C[C@H]2Oc3ncc(C#CCC(C)C)cc3C(=O)N([C@H](C)CO)C[C@H]2C)c1	-2.1
CN1C(=O)c2cc(NC(=O)Cc3cccs3)ccc2OC[C@@H]2O[C@H](CC(=O)NCCc3ccncc3)CC[C@@H]21	1.7
CC=Cc1ccc2n(c1=O)C[C@H]1[C@H](CO)[C@@H](C(=O)Nc3ccc(-c4ccccc4)cc3)N(C(=O)CC)[C@@H]21 (mixture of isomers)	-0.5
COc1ccc(NC(=O)N(C)C[C@@H]2OCCCC[C@@H](C)Oc3ccc(NC(=O)Nc4ccc(F)cc4)cc3C(=O)N([C@H](C)CO)C[C@@H]2C)cc1	-1.4
CC(C)NC(=O)N(C)C[C@H]1Oc2ccc(NC(=O)Nc3cccc4ccccc34)cc2CC(=O)N([C@@H](C)CO)C[C@H]1C	-2.3
Cn1cnc(S(=O)(=O)N2C[C@H](O)COC[C@@H]3O[C@@H](CC(=O)N4CCN(c5ccccc5)CC4)CC[C@H]32)c1	-2.0
C[C@H](CO)N1C[C@H](C)[C@@H](CN(C)CC2CC2)Oc2c(NC(=O)c3cnccn3)cccc2C1=O	1.1
Cc1ccc(S(=O)(=O)N[C@H]2CC[C@H](CC(=O)NCCN3CCCCC3)O[C@H]2CO)cc1	-4.1
O=C(C[C@@H]1CC[C@H](NS(=O)(=O)c2ccc(F)cc2)[C@H](CO)O1)NCc1ccc(Cl)c(Cl)c1	-5.4
CN1C(=O)c2cc(NC(=O)C3CCCCC3)ccc2OC[C@@H]2O[C@@H](CC(=O)NCc3ccccc3F)CC[C@@H]21	0.9
C[C@@H]1CN([C@@H](C)CO)C(=O)c2cc(NC(=O)Cc3cn(C)c4ccccc34)ccc2O[C@H]1CN(C)S(=O)(=O)c1cccs1	-1.2
C=CCN1C(=O)[C@]2(O[C@H](CCO)[C@@H]([Si](C)(C)c3ccc(OC)cc3)[C@@H]2C)c2cc(I)ccc21	-0.9
CCC(=O)N1C[C@H](O)COC[C@@H]2O[C@H](CC(=O)NCc3ccccc3Cl)CC[C@H]21	-1.5
C[C@H](CO)N1C[C@H](C)[C@H](CN(C)Cc2ccc(Cl)c(Cl)c2)Oc2ccc(NC(=O)CCCCCC(=O)Nc3ccccc3N)cc2C1=O	-0.4
COc1ccc(NC(=O)N(C)C[C@@H]2Oc3c(NS(C)(=O)=O)cccc3C(=O)N([C@H](C)CO)C[C@H]2C)cc1	-1.4
COc1ccc(NC(=O)N(C)C[C@@H]2Oc3ccc(NS(=O)(=O)c4ccccc4)cc3C(=O)N([C@H](C)CO)C[C@@H]2C)cc1	0.7
C[C@@H]1CN([C@@H](C)CO)C(=O)Cc2cc(NC(=O)c3ccncc3)ccc2O[C@H]1CN(C)Cc1ccc(-c2ccccc2)cc1	-2.1
CC(=O)Nc1ccc2c(c1)C(=O)N(C)[C@@H]1CC[C@H](CC(=O)NC3CCCCC3)O[C@H]1CO2	-1.8
CCC(=O)N1C[C@@H]2[C@H](c3ccccc31)[C@@H](CO)N2C(=O)CC1CC1	-2.4
Cc1ccc(S(=O)(=O)N[C@H]2CC[C@@H](CCn3cc(C4CC4)nn3)O[C@@H]2CO)cc1	-2.3
Cc1ccc(S(=O)(=O)N(C)C[C@@H]2Oc3ccc(NC(=O)Cn4cnnn4)cc3CC(=O)N([C@@H](C)CO)C[C@@H]2C)cc1	14
COc1ccc(-c2ccc([C@H]3[C@@H](C#N)N(C(=O)NC(C)C)[C@H]3CO)cc2)cc1	-1.6
O=C1O[C@H](c2ccccc2)[C@H](c2ccccc2)N2[C@H]1[C@@H](C(=O)NC[C@H](O)c1ccccc1)[C@]1(C(=O)Nc3ccc(C#CCCO)cc31)[C@H]2c1ccc(OCCO)cc1	-1.8
O=C(Nc1ccc2c(c1)[C@H]1C[C@@H](CC(=O)N3CCc4ccccc4C3)O[C@H](CO)[C@H]1O2)c1cccnc1	55*
COCC(=O)Nc1ccc2c(c1)C(=O)N(C)C[C@@H](OC)[C@@H](C)CN(Cc1ccccc1)[C@@H](C)CO2	0.2
CCCN(C)C[C@H]1Oc2cc(-c3ccccc3)ccc2S(=O)(=O)N([C@H](C)CO)C[C@H]1C	-0.1
O=C(C[C@H]1CC[C@@H]2[C@H](COC[C@H](O)CN2C(=O)c2ccccn2)O1)NC1CCC1	-1.1
COc1ccccc1S(=O)(=O)N[C@H]1C=C[C@@H](CC(=O)N2CCCCC2)O[C@H]1CO	-1.0
O=C(C[C@H]1C[C@@H]2c3cc(NS(=O)(=O)c4ccc(F)cc4)ccc3O[C@@H]2[C@H](CO)O1)NC1CCCC1	-2.9
COc1ccc(CN(C)C[C@@H]2Oc3c(NS(=O)(=O)c4ccc(C)cc4)cccc3C(=O)N([C@@H](C)CO)C[C@@H]2C)cc1	1.2
C[C@H](CO)N1C[C@H](C)[C@H](CN(C)Cc2cccnc2)Oc2cc(C#CC3CC3)ccc2S1(=O)=O	2.2
CCNC(=O)C[C@@H]1CC[C@H]2[C@@H](COC[C@@H](O)CN2C(=O)c2ccccn2)O1	-2.5
CC(=O)N(C)C[C@H]1Oc2cc(-c3ccc(F)cc3)ccc2S(=O)(=O)N([C@H](C)CO)C[C@@H]1C	4.4
COc1ccccc1CN(C)C[C@@H]1OCc2cnnn2CCCC(=O)N([C@H](C)CO)C[C@@H]1C	-0.3
COCCNC(=O)C[C@@H]1C[C@H]2c3cc(NS(=O)(=O)c4ccc(F)cc4)ccc3O[C@H]2[C@@H](CO)O1	-1.4
CC(C)c1cn(CC[C@@H]2CC[C@H](NC(=O)C3CCCC3)[C@H](CO)O2)nn1	-1.6
CC(C)NC(=O)N(C)C[C@@H]1OCCCC[C@@H](C)Oc2ccc(NC(=O)c3ccccc3)cc2C(=O)N([C@@H](C)CO)C[C@@H]1C	-0.2
O=C(C[C@H]1C[C@H]2c3cc(NC(=O)NC4CCCC4)ccc3O[C@H]2[C@H](CO)O1)NCc1cccc(F)c1	-1.9
C[C@@H]1CCCCO[C@@H](CN(C)C(=O)c2ccncc2)[C@H](C)CN([C@@H](C)CO)C(=O)c2cc(NS(=O)(=O)c3ccc(F)cc3)ccc2O1	-0.4
O=C(C1CCCCC1)N1CC[C@H]2[C@H](CO)Nc3ccc(Br)cc3[C@H]21	4.3

Reprinted from the listing (eleven entries):
SMILES	BioA inh
COc1cccc(S(=O)(=O)N(C)C[C@H]2Oc3ncc(C#CCC(C)C)cc3C(=O)N([C@H](C)CO)C[C@H]2C)c1	-2.1
CN1C(=O)c2cc(NC(=O)Cc3cccs3)ccc2OC[C@@H]2O[C@H](CC(=O)NCCc3ccncc3)CC[C@@H]21	1.7
CC=Cc1ccc2n(c1=O)C[C@H]1[C@H](CO)[C@@H](C(=O)Nc3ccc(-c4ccccc4)cc3)N(C(=O)CC)[C@@H]21 (mixture of isomers)	-0.5
COc1ccc(NC(=O)N(C)C[C@@H]2OCCCC[C@@H](C)Oc3ccc(NC(=O)Nc4ccc(F)cc4)cc3C(=O)N([C@H](C)CO)C[C@@H]2C)cc1	-1.4
CC(C)NC(=O)N(C)C[C@H]1Oc2ccc(NC(=O)Nc3cccc4ccccc34)cc2CC(=O)N([C@@H](C)CO)C[C@H]1C	-2.3
Cn1cnc(S(=O)(=O)N2C[C@H](O)COC[C@@H]3O[C@@H](CC(=O)N4CCN(c5ccccc5)CC4)CC[C@H]32)c1	-2.0
C[C@H](CO)N1C[C@H](C)[C@@H](CN(C)CC2CC2)Oc2c(NC(=O)c3cnccn3)cccc2C1=O	1.1
Cc1ccc(S(=O)(=O)N[C@H]2CC[C@H](CC(=O)NCCN3CCCCC3)O[C@H]2CO)cc1	-4.1
O=C(C[C@@H]1CC[C@H](NS(=O)(=O)c2ccc(F)cc2)[C@H](CO)O1)NCc1ccc(Cl)c(Cl)c1	-5.4
CN1C(=O)c2cc(NC(=O)C3CCCCC3)ccc2OC[C@@H]2O[C@@H](CC(=O)NCc3ccccc3F)CC[C@@H]21	0.9
C[C@@H]1CN([C@@H](C)CO)C(=O)c2cc(NC(=O)Cc3cn(C)c4ccccc34)ccc2O[C@H]1CN(C)S(=O)(=O)c1cccs1	-1.2

Later entries:
SMILES	BioA inh
CCC(=O)N(C)C[C@H]1Oc2ncc(C#C[C@@H](C)O)cc2C(=O)N([C@@H](C)CO)C[C@H]1C	2.1
CC(C)NC(=O)Nc1ccc2c(c1)C(=O)N([C@H](C)CO)C[C@@H](C)[C@H](CN(C)Cc1ccc(-c3ccccc3)cc1)O2	0.1
C[C@H]1CN([C@@H](C)CO)C(=O)c2cccc(NC(=O)NC3CCCCC3)c2O[C@H]1CN(C)S(=O)(=O)c1cn(C)cn1	-0.1
C[C@H]1CN([C@@H](C)CO)C(=O)Cc2cc(NS(=O)(=O)c3ccccc3)ccc2O[C@@H]1CN(C)Cc1ccc(Oc2ccccc2)cc1	2.9
C[C@@H]1CCCCO[C@@H](CN(C)C(=O)NC2CCCCC2)[C@H](C)CN([C@@H](C)CO)C(=O)c2cc(NC(=O)Nc3ccccc3)ccc2O1	0.9
C[C@@H](NC(=O)[C@@H]1[C@@H](CO)[C@@H]2Cn3c(ccc(-c4ccncc4)c3=O)[C@@H]2N1C)c1ccccc1	0.1
C[C@H](CO)N1C[C@H](C)[C@@H](CN(C)S(=O)(=O)c2cn(C)cn2)Oc2ccc(NS(=O)(=O)c3ccc(Cl)cc3)cc2C1=O	-2.2
CNC[C@H]1OCCCC[C@@H](C)Oc2ccc(NS(=O)(=O)c3cccs3)cc2C(=O)N([C@@H](C)CO)C[C@H]1C	-2.4
COCC(=O)Nc1ccc2c(c1)OC[C@H](C)N(Cc1cccc(F)c1)C[C@@H](C)[C@@H](OC)CN(C)C2=O	0.4
C[C@H](CO)N1C[C@H](C)[C@@H](CN(C)C(=O)Nc2ccc(C(F)(F)F)cc2)Oc2ncc(-c3ccc(C#N)cc3)cc2C1=O	2.3
COc1ccc(NC(=O)N(C)C[C@H]2OCCCC[C@@H](C)Oc3ccc(NC(=O)c4ccncc4)cc3C(=O)N([C@@H](C)CO)C[C@H]2C)cc1	-1.5
C[C@H](CO)N1C[C@H](C)[C@H](CN(C)S(=O)(=O)c2ccc(F)cc2)Oc2ccc(NS(=O)(=O)c3cccs3)cc2C1=O	0.7
C[C@@H]1CN([C@@H](C)CO)C(=O)c2cc(NC(=O)Nc3cccc4ccccc34)ccc2O[C@@H]1CN(C)Cc1ccc(-c2ccccc2)cc1	0.4
C[C@H](CO)N1C[C@H](C)[C@H](CN(C)Cc2ccc(C(=O)Nc3ccccc3N)cc2)Oc2ccc(NC(=O)C3CCCCC3)cc2CC1=O	-4.3
CO[C@H]1CN(C)C(=O)c2ccc(NC(=O)Nc3ccc(Cl)cc3)cc2OC[C@@H](C)N(C(=O)Nc2c(C)noc2C)C[C@@H]1C	0.5
C[C@@H]1CCCCO[C@@H](CN(C)CC2CCCCC2)[C@H](C)CN([C@H](C)CO)C(=O)c2cc(NC(=O)Nc3ccc(C(F)(F)F)cc3)ccc2O1	-0.8
COc1ccc(C(=O)Nc2ccc3c(c2)C(=O)N(C)C[C@@H](OC)[C@H](C)CN[C@@H](C)CO3)cc1	1.0
CCC(=O)N1C[C@H](C)[C@H](OC)CN(C)C(=O)c2cc(NC(=O)c3cnccn3)ccc2OC[C@H]1C	7.3
C[C@H](CO)N1C[C@H](C)[C@@H](CN(C)CC2CCCCC2)Oc2ccc(NC(=O)C3CC3)cc2C1=O	-0.6
C[C@@H]1CCCCO[C@H](CN(C)C(=O)Nc2ccc(F)cc2)[C@H](C)CN([C@@H](C)CO)C(=O)c2cc(N(C)C)ccc2O1	1.1
O=C(C[C@H]1CC[C@@H]2[C@H](COC[C@H](O)CN2Cc2cc(F)ccc2F)O1)NCc1ccc(Oc2ccccc2)cc1	-0.2
O=C(c1ccccc1F)N1C[C@H]2[C@@H](c3ccccc31)[C@@H](CO)N2C(=O)Nc1ccccc1	-4.3
CCN1[C@H](C(=O)NC2Cc3ccccc3C2)[C@@H](CO)[C@@H]2Cn3c(ccc(C4=CCCC4)c3=O)[C@@H]21	-1.3
CNC[C@@H]1OCCCC[C@@H](C)Oc2ccc(NC(=O)Nc3ccccc3)cc2C(=O)N([C@H](C)CO)C[C@H]1C	-0.4
C[C@H]1CCCCO[C@H](CN(C)CC2CC2)[C@@H](C)CN([C@@H](C)CO)C(=O)c2cc(NC(=O)Nc3ccc4c(c3)OCO4)ccc2O1	0.8
Cc1ccccc1-c1cnc2c(c1)C(=O)N([C@H](C)CO)C[C@@H](C)[C@H](CN(C)Cc1ccncc1)O2	0.8
C[C@H](CO)N1C[C@H](C)[C@H](CN(C)C(=O)NC2CCCCC2)Oc2c(NS(=O)(=O)c3ccc(F)cc3)cccc2C1=O	0.5
CCCNC(=O)N(C)C[C@H]1Oc2cc(Br)ccc2S(=O)(=O)N([C@H](C)CO)C[C@@H]1C	2.2
C[C@H](CO)N1C[C@H](C)[C@@H](CN(C)CC2CCCC2)Oc2ncc(C#C[C@@H](C)O)cc2C1=O	0.7
CN1CCN(C(=O)C[C@@H]2CC[C@@H]3[C@H](COC[C@@H](O)CN3C(=O)C3CCOCC3)O2)CC1	-3.6
COCc1cn(CC[C@@H]2CC[C@H](NC(=O)CCN3CCCCC3)[C@H](CO)O2)nn1	-0.7
CN1[C@@H]2c3ccc(-c4ccncc4)c(=O)n3C[C@@H]2[C@@H](CO)[C@@H]1C(=O)NCCc1ccccc1	1.4
CS(=O)(=O)N1[C@H](C#N)[C@@H](c2ccccc2)[C@H]1CO	-0.3
COCC(=O)N1[C@H](C#N)[C@@H](c2ccccc2)[C@@H]1CO	-0.7
O=C(CCN1CCCCC1)NCC[C@@H]1CC[C@H](NS(=O)(=O)c2cccc(F)c2)[C@@H](CO)O1	-1.9
COCC(=O)N(C)C[C@H]1[C@@H](c2ccc(-c3cccnc3)cc2)[C@H](CO)N1C(C)=O	-2.1
C[C@H]1CN([C@@H](C)CO)C(=O)c2cc(C3=CCCCC3)cnc2O[C@H]1CN(C)C(=O)Nc1cccc(F)c1	-3.6
O=C(O)[C@H]1[C@H](CO)[C@H]2Cn3c(ccc(-c4ccccc4)c3=O)[C@H]2N1CCc1ccccc1	3.5
CCCNC(=O)N1[C@H](CO)[C@@H](c2ccc(-c3cccc(OC)c3)cc2)[C@@H]1C#N	1.6
CCCC#Cc1ccc2c(c1)O[C@H](CN(C)C)[C@H](C)CN([C@@H](C)CO)S2(=O)=O	-1.4
C[C@@H]1CN([C@@H](C)CO)C(=O)c2cc(NC(=O)Nc3ccc4c(c3)OCO4)ccc2O[C@@H](C)CCCCO[C@@H]1CN(C)C(=O)CCCN(C)C	0.6

Assay outcomes as filed in PubChem.
